# Bioassay records: PubChem, National Center for Advancing Translational Sciences (NCATS)
# TRPV1 ag: HTS Assay for Compounds that Act as Agonists of the Vanilloid Receptor 1. TRPV1-expressing cells, Fluo-8 calcium influx, agonist mode. activation, % at 8.33 µM. Transient receptor potential cation channel subfamily V member 1 (Homo sapiens), Q8NER1. 320,000 tested, 0.19% active. AID 540275, 2011; in the data active means activation above about 80%; inconclusive means between about 30% and that limit; further: 0% is about no effect
#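 Fluo-8 calcium influx in TRPV1-expressing cells, kinetic read (ex 480/em 520 nm). Compound added and read 3 min for agonist activity, followed by capsaicin at EC20 final and 2 min further read for enhancement.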
# USP2a inh: qHTS Assay for Inhibitors of Ubiquitin-specific Protease USP2a Using CHOP2 as the Reporter; Ubiquitin carboxyl-terminal hydrolase 2 (Homo sapiens), O75604; USP2 core, Ub-CHOP2 coupled fluorogenic reporter, 485/531; AID 463254, 2010; Potency, µM (doses to about 38.3 µM), for the others: top-dose activity change, negative = inhibition, usual class: inhibitors; 330,000 tested, 0.01% active;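 further: potency means the concentration at half of the fitted maximal effect; plate controls were DMSO wells for no effect and full inhibition by NEM control for full effect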
#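 USP2 core (10nM final) preincubated 30min RT with compound in 20mM Tris-HCl pH 8.0, 2mM CaCl2, 2mM beta-mercaptoethanol, 0.05% CHAPS; 25nM Ub-CHOP2 plus 25nM reporter substrate added, fluorescence (Ex485/Em531) read after 60min.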
# Integrin act MD: qHTS for Activators of Integrin-Mediated Alleviation for Muscular Dystrophy. alpha7betagal myoblasts, beta-gal FDG fluorescence, 48 h. 350,000 tested, 0.064% active. Potency, µM (doses to about 38.3 µM), for inactives: at the top dose activation, actives largely listed as activators;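 further: potency means the concentration at half of the fitted maximal effect; 100% = response of the positive control SU9516; nearly all actives have a fitted effect of over 60% in size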
#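 Alpha7betagal+/- myoblasts (passage 13) were plated 16-24 hr, then exposed to compounds (1:260 dilution of DMSO stock) for 48 hours at 37C. After MPER lysis, β-galactosidase reporter activity was read as FDG fluorescence (ex 480/em 540) after 30 minutes.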
# BRCA1 expr act: qHTS Assay to Identify Small Molecule Activators of BRCA1 Expression; MCF7-BRCA1-FFLuc reporter, luminescence, 48 h; response scale: scaled: vehicle 0%, 10 µM genistein 100%; Potency, µM (series often up to 46.1 µM), inactives show top-dose activation, actives largely listed as activators; 380,000 tested, 1.1% active; AID 624202, 2012; further: potency means the concentration at half of the fitted maximal effect; nearly all actives have a fitted effect of over 80% in size; some results filed as inactive show a strong effect at the top dose
#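 Activators of BRCA1 expression were detected as increased firefly luciferase luminescence in engineered MCF7 cells after 48 h compound incubation. Signals were scaled to genistein 10 microM as full activation.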
# Eya2 inh: qHTS Assay for Inhibitors of the Phosphatase Activity of Eya2; Protein phosphatase EYA2 (Homo sapiens), O00167; recombinant Eya2, OMFP fluorescence dephosphorylation (OMFP is methylfluorescein phosphate); Potency, µM (top dose mostly 76.9 µM), for the others: top-dose activity, negative = inhibition, actives largely listed as inhibitors; 330,000 tested, 0.006% active; further: potency means the concentration at half of the fitted maximal effect; on the % scale 0 is the no-effect control and ±100 the full control effect
# Target sequence (O00167 whole entry, looked up): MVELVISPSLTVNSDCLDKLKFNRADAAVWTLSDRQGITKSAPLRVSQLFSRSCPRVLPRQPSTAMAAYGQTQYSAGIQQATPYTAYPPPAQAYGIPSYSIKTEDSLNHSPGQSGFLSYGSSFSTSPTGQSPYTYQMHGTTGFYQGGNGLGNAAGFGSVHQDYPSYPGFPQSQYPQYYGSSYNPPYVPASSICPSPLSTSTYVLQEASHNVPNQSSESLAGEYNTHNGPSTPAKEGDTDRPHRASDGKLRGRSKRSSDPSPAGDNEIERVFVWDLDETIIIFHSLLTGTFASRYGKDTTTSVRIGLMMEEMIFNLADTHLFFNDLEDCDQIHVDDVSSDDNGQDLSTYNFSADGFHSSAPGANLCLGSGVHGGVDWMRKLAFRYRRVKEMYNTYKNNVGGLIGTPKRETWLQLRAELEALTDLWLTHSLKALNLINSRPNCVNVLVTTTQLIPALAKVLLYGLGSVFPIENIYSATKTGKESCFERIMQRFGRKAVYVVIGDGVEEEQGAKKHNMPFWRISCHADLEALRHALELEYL
#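 Eya2 protein (added as 0.2 uM solution) was preincubated with compound for 10 min at ambient temperature in 50 mM HEPES pH 7.5, 50 mM NaCl, 5 uM MgCl2, 0.05% BSA, 1 mM DTT. OMFP (added at 50 uM) then reacted 10 min; fluorescence read at 485/525 nm.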
# p53 reactivator: qHTS assay for re-activators of p53 using a Luc reporter. H1299 p53-A138V BP100-luciferase reporter, luminescence, 24 h. Potency, µM (titrated, usually from 92.2 µM), inactives show top-dose activity change, positive = activation, usual class: activators. 320,000 tested, 0.063% active. AID 504706, 2011; further: potency means the concentration at half of the fitted maximal effect; % of control where 0% means no effect; nearly all actives have a fitted effect of over 45% in size
#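 H1299 (p53-null), stable ts p53-A138V + BP100-Luc; 1000 cells/well, Opti-MEM/10% FBS; cpd 4 pt, 1:5; 24 h, 37 deg C, 5% CO2; detection reagent 10 min RT; luminescence.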
# uPA generation: qHTS for Inhibitors of Cell Surface uPA Generation | cell surface uPA generation assay, qHTS | Potency, µM (doses to about 38.3 µM), without a hit: at the highest dose activity change, negative = inhibition, most hits filed as inhibitors | 330,000 tested, 0.31% active | AID 540303, 2011; active means well fitted inhibition curve with a large enough effect; inconclusive means small, poorly fitted or top-dose-only effect; inactive means no such curve, though single readings can be large or run the other way; tested in mouse RAW 264.7 cells; further: potency means the concentration at half of the fitted maximal effect; on the % scale 0 is the no-effect control and ±100 the full control effect; nearly all actives have a fitted effect of over 55% in size
# ASM inhibitor: Inhibitors of Secretory Acid Sphingomyelinase (S-ASM): qHTS; 340,000 tested, 0.006% active; AID 504937, 2011; Potency, µM (highest dose often 57.5 µM), for the others: top-dose activity change, negative = inhibition, hits mostly inhibitors; placental ASM, HMU-PC fluorogenic substrate, 60 min; Sphingomyelin phosphodiesterase (Homo sapiens), P17405; further: potency means the concentration at half of the fitted maximal effect
#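 Fluorogenic HMU-PC substrate (9 uM final) is turned over by placental ASM in 60 min at 37 C after a 10 min compound preincubation. Reaction ended by alkaline stop (pH 10), with fluorescence read at 386/447 nm.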
# ELG1 genotoxic: qHTS screen for small molecules that induce genotoxicity in human embryonic kidney (HEK293T) cells expressing luciferase-tagged ELG1; HEK293T ELG1-luciferase reporter, luminescence, 16 h; Potency, µM (top dose mostly 46 µM), for inactives: top-dose activity change, positive = activation, usual class: activators; 330,000 tested, 1.3% active; AID 504466, 2011; further: potency means the concentration at half of the fitted maximal effect; % of control where 0% means no effect; nearly all actives have a fitted effect of over 60% in size
#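 Genotoxicity was scored as increased ELG1-luciferase reporter signal, measured by ONE-Glo luminescence (30 min, room temperature). Compound or vehicle exposure of the HEK293T reporter cells lasted 16 hr at 37°C.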
# PTAP TSG101 blk: qHTS Assay for Iinhibitors of HIV-1 Budding by Blocking the Interaction of PTAP/TSG101; AID 493005, 2010; Potency, µM (series often up to 115 µM), without a hit: at the top dose activity change, negative = inhibition, most hits filed as inhibitors; Fluorescence polarization, FITC-PTAP peptide / Tsg101 binding; Tumor susceptibility gene 101 protein (Homo sapiens), Q99816; 340,000 tested, under 10 active; active means well fitted inhibition curve with a large enough effect in the main read-out, with a control signal flat, not every such curve was filed as active; inconclusive means small, poorly fitted or top-dose-only effect, or effect the other way, or a change in a side signal; inactive means no such curve, though single readings can be large or run the other way; further: potency means the concentration at half of the fitted maximal effect; % of control where 0% means no effect
#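 Tsg101 binding domain (10 uM final) was mixed with compound and a FITC-labeled PTAP peptide (50 nM final) in HEPES pH 7.5 buffer with NaCl, Tween 20, EDTA and TCEP; fluorescence polarization was read after 20 min at r.t.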
# B2AR arrestin: qHTS assay of beta-arrestin-biased ligands of beta2-adrenergic receptor. Beta-2 adrenergic receptor (Homo sapiens), P07550. Potency, µM (titrated, usually from 46.1 µM), for the others: at the highest dose activation, hits mostly activators. AID 492947, 2010. beta-arrestin recruitment to beta2AR, cell-based reporter. 330,000 tested, 0.02% active;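 further: potency means the concentration at half of the fitted maximal effect; 0% = DMSO controls and full agonism = EC100 isoproterenol or metaproterenol; nearly all actives have a fitted effect of over 65% in size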
# Target sequence (P07550 whole entry, looked up): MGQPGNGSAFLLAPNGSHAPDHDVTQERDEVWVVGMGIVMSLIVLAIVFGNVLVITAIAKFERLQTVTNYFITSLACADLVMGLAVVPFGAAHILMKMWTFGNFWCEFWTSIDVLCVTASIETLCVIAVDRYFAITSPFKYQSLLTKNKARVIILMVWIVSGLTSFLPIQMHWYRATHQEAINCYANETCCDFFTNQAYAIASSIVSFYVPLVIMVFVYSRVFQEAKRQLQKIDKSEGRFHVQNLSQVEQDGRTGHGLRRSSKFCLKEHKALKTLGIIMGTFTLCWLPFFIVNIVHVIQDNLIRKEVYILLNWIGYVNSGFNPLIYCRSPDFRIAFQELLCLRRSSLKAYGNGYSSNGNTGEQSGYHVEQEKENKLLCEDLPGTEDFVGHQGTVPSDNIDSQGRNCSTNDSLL
# * hit, by the source's call; u = inconclusive; x = not tested or not shown; [ ] = dose if it differs, or a comment. Unless noted, the call rests on the fitted dose curve; in most records, active means well fitted curve in the direction sought with a large enough effect; inconclusive means small, poorly fitted or top-dose-only effect, or another doubt; inactive means no such curve, though single readings can be large; an effect the other way counts as inactive or inconclusive.
No.	compound	TRPV1 ag	USP2a inh	Integrin act MD	BRCA1 expr act	Eya2 inh	p53 reactivator	uPA generation	ASM inhibitor	ELG1 genotoxic	PTAP TSG101 blk	B2AR arrestin
1	COCCCN1C(=O)C(=O)/C(=C(/O)c2ccc(S(=O)(=O)N3CCOCC3)cc2)C1c1ccc(F)cc1 (centres undefined)	-2	-2%	28%	2%	-9%	12%	9%	-2%	2%	-1%	1.1%
2	CCO[C@H]1OC(C(=O)N2CCCCCCC2)=C[C@@H](C)[C@@H]1CCCO	9	0%	-15%	5%	-10%	-2%	4%	2%	1%	-1%	-0.3%
3	COc1ccc(OC)c(CCNC(=O)c2ccc(CS(=O)(=O)c3ccc(Br)cc3)o2)c1	-1	4%	12%	-19%	-8%	2%	2%	-1%	-14%	-3%	-0.3%
4	COCCn1c(SCc2nc(N)nc(Nc3ccccc3C)n2)nc2ccccc2c1=O	-1	4%	-30%	-23%	-20%	-1%	x	-3%	0%	-3%	0.0%
5	CC1CC(C)(C)CC2(C1)NC(=O)N(CC(=O)OCC(=O)Nc1cc(S(=O)(=O)N3CCCCC3)ccc1Cl)C2=O (centres undefined)	x	x	-2%	-18%	x	x	-3%	-1%	x	-4%	x
6	Cc1cc(-n2c(C)cc(C(=O)CSc3nncn3C)c2C)no1	x	1%	19%	1%	-6%	13%	-1%	0%	7%	-1%	-0.8%
7	O=C1CC(Sc2nnc(-c3ccccc3)o2)C(=O)N1c1ccccc1 (centres undefined)	13	2%	-64%[inhibitor]	8%	3%	-54%[inhibitor]	0%	-2%	u	0%	-0.1%
8	O=C(COc1cc(Cl)c(Cl)cc1Cl)Nc1ccncc1	3	-1%	-5%	2%	-17%	28%	-2%	5%	3%	-15%	3.0%
9	CCC1S/C(=N/N=C/c2ccco2)N(Cc2ccc(F)cc2)C1=O (centres undefined)	11	-5%	-7%	8%	-30%	-2%	9%	-13%	-3%	-5%	-0.1%
10	N#Cc1ccc(C(c2nnnn2Cc2ccccc2)N2CCCC2)cc1 (centres undefined)	0	-2%	4%	0%	-16%	0%	2%	-3%	0%	-4%	-0.5%
11	COc1cccc(OC)c1C(=O)N1CCN(Cc2ccc3c(c2)OCO3)CC1	-4	-2%	9%	-21%	6%	-1%	2%	2%	-6%	-4%	-0.3%
12	O=C(NCc1ccccc1)C(c1ccco1)N(C(=O)c1csnn1)C1CC1 (centres undefined)	-1	0%	22%	0%	-4%	-1%	3%	0%	0%	-1%	-0.1%
13	CCOc1cc(/C=N/NC(=O)CN2CCCCC2)ccc1O	-1	1%	-14%	-17%	1%	x	1%	112%[activator]	-10%	2%	-0.4%
14	O=C(N/N=C/c1cc([N+](=O)[O-])ccc1O)C1CCCCC1	15	1%	5%	-79%	0%	8%	-8%	-5%	5%	0%	-1.2%
15	COc1ccc(NS(=O)(=O)c2cccc(C(=O)O)c2)cc1S(=O)(=O)N1CCOCC1	x	0%	1%	-18%	7%	3%	0%	5%	0%	-5%	0.4%
16	Cc1cccc(N(CC(=O)NCc2ccc3c(c2)OCO3)C(=O)CCC(=O)Nc2ccccn2)c1	1	4%	7%	-30%	0%	2%	-1%	-2%	-4%	-2%	-0.1%
17	CC(C)CCN(C)c1ccc(/C=N/n2cnnc2)cc1	18	0%	-23%	-23%	1%	-4%	-1%	381%[activator]	5%	-2%	-0.2%
18	O=C(Nc1ccc2c(c1)OCO2)c1ccc(CN2CCOCC2)cc1	u	-3%	14%	u	6%	u	-4%	4%	18µM*	-5%	-0.3%
19	Cc1ccc(S(=O)(=O)NCCC(=O)NC2CCCCCC2)cc1	2	3%	u	5%	39%	-2%	-1%	1%	0%	-1%	-0.5%
20	CCOn1c(=O)c(C)[n+]([O-])c2ccccc21	-2	4%	0%	6%	5%	2%	-8%	15%	0%	-8%	0.0%
21	COc1ccc(NC(=O)CSc2nnc3ccc(-c4cccnc4)nn23)c(OC)c1	-3	1%	-22%	-22%	15%	-3%	12%	x	-2%	0%	-1.8%
22	O=C(NC(C(=O)O)c1ccccc1)c1ccc(S(=O)(=O)N2CCOCC2)cc1 (centres undefined)	0	0%	-15%	-1%	7%	0%	15%	1%	1%	x	-0.5%
23	CC(O)CNc1cnccn1 (centres undefined)	-4	2%	-19%	10%	12%	-2%	-3%	9%	21%	-5%	-0.1%
24	Cc1ccc2nc(-c3ccncc3)cc(C(=O)NCc3ccccc3F)c2c1	2	-1%	-14%	-27%	1%	-13%	7%	-4%	-10%	-1%	-0.9%
25	O=C(Cn1c(COc2ccccc2)nc2ccccc21)Nc1cc(Cl)c(Cl)cc1Cl	9	2%	x	x	-14%	4%	x	x	-9%	x	0.1%
26	CC(=O)Oc1cccc(N2C(=O)C3C4C=CC(CC4)C3C2=O)c1 (centres undefined)	-1	-2%	0%	-9%	-13%	-3%	3%	5%	0%	-2%	-0.1%
27	OC(c1ccccc1)c1nc2ccccc2[nH]1 (centres undefined)	-1	-1%	-22%	7%	-6%	x	5%	3%	0%	-10%	-0.2%
28	COc1ccccc1Nc1nc(N)nc(CN2CCN(Cc3ccc4c(c3)OCO4)CC2)n1	-8	0%	4%	-11%	13%	2%	1%	-1%	-1%	-5%	-0.4%
29	O=C(CCC(=O)N1CCOCC1)c1ccc(F)cc1	0	13%	6%	72%	13%	5%	1%	-4%	21%	-1%	0.2%
30	CCc1c(C)nc2c(OC)cccc2c1SCCC(=O)O	-3	3%	-12%	-17%	1%	-13%	1%	4%	1%	0%	0.1%
31	C/C(=N\NC(=O)Nc1ccccc1)c1ccc2ccccc2c1	0	1%	-4%	-39%	-6%	-4%	0%	-1%	3%	0%	0.1%
32	Cc1cc(F)ccc1S(=O)(=O)N(CC(=O)N1CCOCC1)CC(=O)N1CCOCC1	x	3%	12%	5%	1%	1%	-4%	-1%	4%	1%	-0.1%
33	COc1ccc2cc(OC)c(C(=O)N3CCOCC3)cc2c1	1	3%	9%	-10%	1%	-4%	-2%	14%	0%	-1%	0.0%
34	Cc1nnc(SCC(=O)Nc2nsc(-c3ccc(Cl)cc3)n2)s1	12	0%	9%	62%	3%	7%	-2%	-2%	5%	-3%	0.0%
35	CCCCN(C)C(=O)c1cc2c(Cl)nc3ccccc3c2s1	30	-1%	-27%	-32%	u	-6%	-2%	-13%	-6%	-9%	0.2%
36	CCN(CC)CCNC(=O)c1ccc(NC(=O)/C=C/c2cc(OC)c(OC)c(OC)c2)cc1	-7	-3%	-28%	-68%	1%	8%	3%	7%	u	-1%	0.0%
37	Cc1ccc(S(C)(=O)=O)cc1C(=O)OCC(=O)N(Cc1ccccc1)Cc1ccccc1	1	-1%	15%	-29%	-13%	-9%	-9%	-3%	-7%	-2%	-1.0%
38	NS(=O)(=O)c1ccc(NC(=O)CCCCC(=O)Nc2ccc(S(N)(=O)=O)cc2)cc1	2	1%	u	-18%	-7%	1%	2%	-1%	1%	1%	-0.1%
39	CSCC[C@H](NC(=O)Cc1c(C)c2cc3c4c(oc3cc2oc1=O)CCCC4)C(=O)O	-4	0%	10%	-2%	10%	3%	6%	157%[activator]	2%	-6%	-0.4%
40	CCCc1[nH]c2ccc(C#N)cc2c1CCC	u	-1%	0%	-56%	-21%	1%	u	-4%	1%	-8%	0.6%
41	O=C(NC1CC1)C1=C[C@H](c2ccc3c(c2)OCO3)C[C@H](OCc2ccc(CO)cc2)O1	3	0%	6%	0%	11%	0%	2%	7%	-2%	1%	-0.6%
